# Screening data deposited in PubChem BioAssay by several laboratories.
# MT stabilize HCS: microtubule stabilization, imaging screen | HeLa tubulin immunostaining HCS, 24 h; share of cells brighter than vehicle mean+2SD | % tubulin-high responders, % at 10 µM | 0.83% of 200,000 active;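 active = plate Z-score above 3 for both tubulin-high and condensed-nucleus cell shares, with cell loss under 80%, at 10 µM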;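 note: anti alpha tubulin signal scored within the nucleus-defined area of each cell; some results filed as inactive read as strong as hits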
# M1AAP inhibition: malaria alanyl aminopeptidase activity blockers – biochemical, fluorogenic H-Leu-NHMec substrate, 1536-well (AID 1445). 0.42% of 220,000 active. one-dose inhibition, % at 30 µM; IC50 in µM for titrated hits. recombinant M1AAP, H-Leu-NHMec fluorogenic kinetic assay; higher % means a stronger effect;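 active = primary inhibition above the hit cutoff, then over 50% inhibition at one or more dose response concentrations, cut at about 23% in these data, passing the limit was not always enough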;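 note: plate controls were DMSO full reaction for no effect and no enzyme background for full effect; strong numbers were not always called active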
# P. falciparum M17LAP: P. falciparum M17LAP inhibitors, primary screen, biochemical, fluorogenic H-Leu-NHMec substrate, 1536-well (AID 1619) | 0.38% of 220,000 active | inhibition, % at 30 µM; hits with a dose series show IC50 in µM | recombinant M17LAP, H-Leu-NHMec fluorogenic kinetic assay; higher % means a stronger effect;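 active = compound inhibiting the enzyme by more than half at any dose during confirmatory dose-response retesting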;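 note: plate controls were full reaction with DMSO carrier for no effect and no enzyme background for full effect; strong numbers were not always called active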
# Dynein transport: blocks dynein driven cargo transport along microtubules; 3617.4 mouse cells, GR-EGFP nuclear translocation imaging; test concentration mostly 20 µM; stimulated with dexamethasone, 1 µM; stronger effect = lower value; z-score, hits read low; 0.47% of 220,000 active; AID 1381;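 active = plate z-score of nuclear minus cytoplasmic receptor signal below a set negative limit, without overly bright fluorescence or cell loss, cut at about -3.5 in these data, passing the limit was not always enough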;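 note: z-score of nuclear minus cytoplasmic ring GR-EGFP intensity difference per well; some compounds called inactive have numbers as strong as hits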
#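 Also added – dexamethasone, 1.0 µM final · Buffer or medium – tet-free, stripped-serum medium · Schedule – induction 48 h, compound 1 h, agonist 30 min · Detection – formaldehyde fixation, Hoechst nuclear stain, 10x automated fluorescence imaging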
# Autophagy HCS: autophagy modulation, high-content screen. MEF GFP-LC3 puncta imaging; test concentration mostly 10 µM. calls only at 10 µM (by protocol). 0.98% of 190,000 active. AID 463193;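 active = percentage of spot-positive cells more than 3 SD above its plate mean, without a fluorescence outlier flag or 80% toxicity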;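 note: spot-positive cell cutoff set from DMSO-treated cells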
# ER stress rescue: rescue of cells from ER stress-induced death, primary screen, 384-well, CSM14.1, thapsigargin, ATP luminescence (AID 1222); CSM14.1 thapsigargin-induced death rescue, ATP luminescence; higher % means a stronger effect; cellular ATP content (survival), % at 20 µM; hits with a dose series show EC50 in µM; 190,000 tested, under 10 active;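 active = EC50 below 50 µM in the dose-response confirmation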;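 note: death triggered by thapsigargin at about 15 µM added after 2 h compound pretreatment; cell ATP read after overnight thapsigargin exposure of roughly 18 to 22 hours; normalized against plate controls of thapsigargin alone and 5% DMSO vehicle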
# bCat nuc transl: modulators of beta-catenin nuclear translocation. HeLa beta-catenin nuclear translocation, immunofluorescence imaging. nuclear translocation activity, % at 5 µM. 0.3% of 190,000 active. AID 1665;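 active = nuclear translocation activity above 50% at 5 µM, with a well cell count of 50 or more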;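 note: per-cell ratio of nuclear to cytoplasmic median beta-catenin stain intensity; plate controls were DMSO negative control for no effect and GSK-3 inhibitor IX positive control for full effect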
#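 Read-out: Nuclear/cytoplasmic beta-catenin signal ratio, % activation | Assay system: Human HeLa cell line | Times: 24 h compound exposure at 37°C, 5% CO2 | Signal: Fluorescence imaging of beta-catenin antibody stain plus DAPI | Dosing: 5 µM primary, 0.02–20 µM confirmation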
# Ins promoter up: MIN6 insulin promoter up-regulation; z-score at 5 µM; 0.3% of 190,000 active; MIN6 insulin promoter-GFP reporter, high-content imaging; stronger effect = higher value; AID 1625;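 active = z-score above 3 at 5 µM with at least 500 cells counted in the well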
# UTI89 phage lysis: protection from phage-mediated lysis, alamar blue read-out – E. coli UTI89, K1F phage, bacterial capsule biogenesis inhibitors (AID 488966); E. coli UTI89 K1F phage lysis, alamar blue, 2 h; higher % means a stronger effect; 0.02% of 340,000 active; one-dose inhibition, % at 100 µM; IC50 in µM for titrated hits;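 active = phage lysis inhibition, versus mean bacterial control, above a set limit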;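 note: capsule biogenesis inhibitors block K1F phage lysis so surviving cells raise fluorescence; higher fluorescence means more inhibition of phage lysis; actives were called in the ten point dose series up to 300 µM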
# Dynein transport cytoplasmic EGFP: second read-out of Dynein transport, no call of its own (marks repeat the call); z-score; measured here: cytoplasmic GR-EGFP intensity; stronger effect = higher value
# Dynein transport nuclear GR-EGFP: second read-out of Dynein transport, no call of its own (marks repeat the call); z-score; measured here: nuclear GR-EGFP intensity;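 lower value marks the stronger effect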
# Dynein transport cell count: also measured in Dynein transport; calls as there; z-score; measured here: cell count per field
# Ins promoter up cell count: further read-out of Ins promoter up, marked with its call; cell count; measured here: cytotoxicity, nuclei count;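 total cells summed across four imaged fields per well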
# bCat nuc transl cell count 5 µM: further read-out of bCat nuc transl, marked with its call; cell count; measured here: cell count, cytotoxicity flag
# MT stabilize HCS Hoechst-high %: further read-out of MT stabilize HCS, marked with its call; % Hoechst-high responders; measured here: nuclear condensation Hoechst responders;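 share of cells brighter than vehicle mean plus two SD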
# MT stabilize HCS cytotoxicity %: further read-out of MT stabilize HCS, marked with its call; toxicity, %; measured here: cytotoxicity by cell density;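 0% = mean cell density of plate MIN control wells and 100% = no cells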
# Autophagy HCS cell loss 18 h: second read-out of Autophagy HCS, no call of its own (marks repeat the call); toxicity, %; measured here: cell loss, nuclei count;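 cell loss after 18 h compound exposure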
# * hit, by the source's call; i = inactive; x = not tested or not shown; [ ] = another dose, or the depositor's remark. Rows are unselected (roughly 2.9% active in at least one column).
SMILES,MT stabilize HCS,MT stabilize HCS Hoechst-high %,MT stabilize HCS cytotoxicity %,M1AAP inhibition,P. falciparum M17LAP,Dynein transport,Dynein transport cytoplasmic EGFP,Dynein transport nuclear GR-EGFP,Dynein transport cell count,Autophagy HCS,Autophagy HCS cell loss 18 h,ER stress rescue,bCat nuc transl,bCat nuc transl cell count 5 µM,Ins promoter up,Ins promoter up cell count,UTI89 phage lysis
COc1ccc(C(C(=O)NC2CCCCC2)N(C(=O)CCl)c2ccccc2Cl)cc1 (stereo unspecified),3.5,1.0,1.5,6%,-3%,-0.012,-0.23,0.098,0.41,i,19,-3.0%,-1.2,1159,-0.02,1557,1.3%[50 µM]
CCC1CCCCN1Cc1ccc(N)cc1 (stereo unspecified),1.7,1.2,6.1,0%,1%,-0.39,-0.29,-0.024,0.56,i,16,-2.2%,-3.6,975,x,x,-0.5%
O=C1COc2ccc(C(=O)COC(=O)COc3ccccc3[N+](=O)[O-])cc2N1,x,x,x,3%,0%,-0.012,-0.095,-0.078,0.19,x,x,x,0.8,993,-0.26,1339,0.0%
Nc1ncnc(Nc2cccc(Cl)c2Cl)n1,2.7,4.0,6.2,4%,12%,-1.6,-0.22,-1.2,0.76,i,-7,1.2%,0.7,1381,x,x,0.0%
O=C(O)c1ccc2c(c1)N(Cc1ccccc1)C(=O)c1ccccc1S2,x,x,x,-2%,-6%,-0.053,-0.22,0.46,0.13,x,x,x,1.1,1293,-0.48,1059,0.5%[50 µM]
Cc1ccc(C2C(C#N)C(C#N)N3CCCN23)cc1 (stereo unspecified),3.2,1.8,6.6,2%,15%,-0.48,-0.23,-0.98,0.93,i,-8,0.0%,-1.9,1400,0.7,1537,3.7%
NC1=NC(=Nc2cccc(S(N)(=O)=O)c2)c2ccccc21,x,x,x,7%,7%,-0.047,-0.16,0.028,0.34,x,x,x,-5.5,1159,-0.01,1444,-0.2%[50 µM]
CCc1ccccc1NC(=O)c1cc(-c2ccc(F)cc2)on1,1.8,1.9,2.4,-1%,4%,0.11,-0.24,0.9,-1.4,i,9,0.6%,-2.3,1131,-0.88,1203,0.0%
Cc1ccc2oc(=O)c3cc(C(=O)Nc4cc(-c5cccc(F)c5)no4)sc3c2c1,3.9,1.7,14,5%,1%,-0.78,-0.27,0.16,0.75,i,12,7.9%,0.9,484,0.12,1396,x
O=C(Oc1ccc2ccccc2c1Br)N1CCCCCC1,1.1,1.2,4.3,0%,0%,-0.14,-0.19,-0.19,0.025,i,2,-1.5%,0.0,1349,-0.17,1574,0.2%
CC(=O)Nc1ccc(OCC(O)CN2CCN(c3ccc(Cl)cc3)CC2)cc1 (stereo unspecified),2.9,2.6,6.2,-1%,-10%,-0.3,-0.21,-0.2,0.37,i,-4,0.5%,3.1,1022,-0.06,1177,1.1%
COc1ccccc1NS(=O)(=O)c1cc(C(=O)NCCN2CCOCC2)ccc1Cl,3.9,3.3,4.3,6%,-92%,0.63,-0.31,0.36,-0.23,i,10,-1.6%,-2.9,1185,0.17,967,-1.7%
COc1ccc(C(NC(=O)CNC(C)=O)C(=O)Nc2ccc3c(c2)OCCO3)cc1 (stereo unspecified),4.9,2.6,1.7,-3%,10%,0.37,1.6,0.75,-0.39,i,3,-1.8%,x,x,x,x,-0.2%
C#CCOCCOCCOCCNc1nc(N2CCN(C(=O)Cn3cc(CC(C)O)nn3)CC2)nc(N2CCN(C(=O)[C@H](CCCCN)n3cc(CCC(=O)O)nn3)CC2)n1 (stereo partly specified),2.0,2.4,8.1,-1%,-4%,1,-0.28,0.8,0.26,i,19,-1.6%,2.6,529,-0.23,787,3.3%
CC(=O)c1cccc(NC(=O)CCNS(=O)(=O)c2cccc3nsnc23)c1,1.4,1.3,12,7%,5%,-0.18,0.0028,0.13,-0.33,i,-1,-0.8%,0.4,1072,-0.7,1879,0.1%
CCCN1C(=O)/C(=C2\SC(N3CCCCC3)=NC2=O)c2ccccc21,5.2,2.8,7.6,8%,10%,-0.7,-0.16,-0.2,0.27,i,23,1.1%,-6.4,1024,-1.1,1434,0.3%
O=c1[nH]c2c(s1)C(c1ccccc1)C1C3CCC(C3)C1S2 (stereo unspecified),3.2,2.3,4.2,12%,-6%,-0.17,-0.22,0.33,0.68,i,-9,-1.8%,1.6,993,1.6,948,-0.5%
Cc1ccc(S(=O)(=O)Nc2ccc3c4c(cccc24)CC3)c(C)c1,42*,36*,36*,x,x,-0.77,0.46,0.22,1.1,i,-1,x,x,x,x,x,-0.1%
NNC1=N[C@H]2CS(=O)(=O)C[C@H]2S1,4.7,2.5,0.2,3%,13%,0.93,-0.28,0.24,-0.4,i,10,2.6%,0.9,1150,-0.07,1451,-2.7%
C=C(C)C1CC=C(C)/C(=N/NC(=S)Nc2ccccc2)C1 (stereo unspecified),2.7,3.5,1.7,6%,-6%,-1.1,-0.0056,-0.67,0.5,i,-3,0.1%,-3.4,520,-0.19,1019,4.9%
CCOC(=O)CN1C(=N)N(c2nc(NC(C)C)nc(NC(C)C)n2)CC1=O,2.6,1.4,8.1,5%,-11%,0.66,-0.18,0.34,0.14,i,-4,-0.2%,-1.8,1280,0.14,1158,-0.1%
Cc1ccc(C(=O)N2CCC3(CC2)Oc2ccc(Cl)cc2C(=O)C32CC(c3ccccc3)=NO2)s1 (stereo unspecified),x,x,x,5%,7%,-0.38,-0.76,-0.021,0.22,x,x,x,-1.3,1269,-1.1,930,0.6%
COc1ccc(Cn2cnc3c([N+](=O)[O-])c(C)c(C)cc32)cc1,1.9,1.5,8.8,6%,17%,x,x,x,x,i,1,-0.1%,x,x,x,x,-0.3%
CCOc1ccc(NC(=S)N2CCCCCC2)cc1,5.5,2.5,6.5,8%,13%,1.4,-0.2,1.1,-1.3,i,-8,-8.9%,-0.7,1048,-0.11,1236,0.0%
O=C(NCc1nnc(SCC(=O)N2CCC(Cc3ccccc3)CC2)o1)c1ccccc1F,4.7,2.9,7.2,10%,-8%,-0.77,-0.23,-0.39,0.15,x,x,x,0.2,1084,-0.11,1389,3.0%

# (further entries)
SMILES,MT stabilize HCS,MT stabilize HCS Hoechst-high %,MT stabilize HCS cytotoxicity %,M1AAP inhibition,P. falciparum M17LAP,Dynein transport,Dynein transport cytoplasmic EGFP,Dynein transport nuclear GR-EGFP,Dynein transport cell count,Autophagy HCS,Autophagy HCS cell loss 18 h,ER stress rescue,bCat nuc transl,bCat nuc transl cell count 5 µM,Ins promoter up,Ins promoter up cell count,UTI89 phage lysis
Cn1c(NCc2ccco2)nc2ccccc21,3.1,2.5,7.4,3%,9%,-0.05,-0.28,-0.66,0.32,i,1,14%,-0.2,1006,-0.24,1260,0.1%
O=C(CSc1nnc2c(Cl)cc(C(F)(F)F)cn12)N(Cc1ccccc1)Cc1ccccc1,1.6,1.8,3.9,5%,-3%,-0.35,-0.14,0.82,-0.96,i,-43,7.4%,0.2,956,-0.14,2121,5.7%
O=C(/C=C/c1ccc(F)cc1)NC(=S)N1CCN(Cc2ccccc2)CC1,x,x,x,4%,-11%,-0.6,-0.18,-0.34,1,x,x,x,1.0,1387,-1.2,1082,1.9%
COc1ccccc1NC(=O)N1c2ccc(F)cc2CCC1C (stereo unspecified),3.3,1.9,2.1,4%,-1%,-0.22,-0.24,-0.31,-0.27,i,1,-3.9%,x,x,1.2,1339,0.4%
CCOC(=O)N1CCN=C1SCc1ccc(C(F)(F)F)cc1,2.7,1.6,5.5,-2%,1%,2,-0.19,1.2,-1.2,i,21,x,3.8,1092,-1.6,1232,0.1%
Cn1c(SCc2ccc(Br)cc2)nnc1-c1ccccn1,x,x,x,1%,-1%,0.27,-0.22,0.087,-0.024,x,x,x,0.4,1349,-0.38,1072,x
COc1ccc2cc(S(=O)(=O)N3CCCCC3)ccc2c1S(=O)(=O)N1CCCCC1,3.0,2.2,8.1,-9%,2%,-0.21,-0.19,-0.093,0.11,i,-3,x,x,x,-0.59,1211,0.0%
CSc1nsc(SC)c1NC(=O)Nc1ccccc1C,8.2,1.1,2.5,0%,-8%,-0.21,-0.35,-0.29,1.2,i,12,-0.5%,-3.4,1105,0.02,1319,1.8%
CCC(CC)C(=O)NCc1ccccc1OC,1.1,2.0,7.6,-3%,-5%,-0.21,-0.23,-0.16,0.1,i,3,-2.0%,-3.6,996,-0.33,1359,7.2%
N#CCN1CCN(CC(=O)c2ccc(Br)cc2)CC1,x,x,x,0%,3%,0.17,-0.25,0.5,1.3,x,x,x,0.5,1311,0.55,751,-1.4%
CCC(C)NS(=O)(=O)c1ccc(OCC(=O)NCc2ccc(OC)cc2)cc1 (stereo unspecified),3.3,3.0,1.8,-2%,5%,0.24,-0.25,0.23,-0.58,i,-40,1.4%,-0.7,969,-0.03,1405,-0.4%
Cc1nn(-c2ccccc2)c(N2CCCC2)c1/C=N/NC(=O)c1cc(-c2ccccn2)nc2ccccc12,2.1,1.1,12,22%,0%,-0.36,-0.27,-0.43,0.4,i,-5,-0.4%,0.6,1078,-0.3,1349,4.4%
